Source: PubChem BioAssay (several laboratories)
NPR1 activator: GC-A (human) enzyme activation; P16066; HEK293 GC-A cells, cGMP TR-FRET, EC30 ANP; 0% at EC30 ANP, 100% saturating ANP; activation, % at 10 µM; 370,000 tested, 0.14% active; AID 1671463; in the data active means activation above about 40%
HTRA1 inhibitor: blocks human HTRA1 serine peptidase | recombinant HTRA1, FP-rhodamine activity-based probe, fluorescence polarization | Q92743 | 340,000 tested, 0.5% active | AID 504803 | inhibition, % at 5.96 µM; in the data active means inhibition above about 36%;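 further: 0% = enzyme with DMSO and 100% = wells lacking enzyme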
PRMT1 FP inh: PRMT1 (human) inhibition, primary screen | 370,000 tested, 1.3% active | recombinant PRMT1, activity-based probe fluorescence polarization | Q99873 | inhibition, % at 2.79 µM;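 active means inhibition above about 21% made by adding two undisclosed values, limit read from the data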
UHRF1 MBD2 ctr: blocks human UHRF1 binding to methylated DNA. Q96T88. inhibition, % at 4.4 µM. UHRF1 binding to methylated oligo, TR-FRET. 370,000 tested, 0.75% active; in the data active means inhibition above about 21%;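 further: UHRF1 SRA domain binding a hemimethylated CpG hairpin DNA probe; 0% = median of test compound wells and 100% = reference inhibitor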
rCAG RNA binder: binds r(CAG) RNA repeats; 370,000 tested, 1.3% active; AID 651821; inhibition, % at 3 µM; r(CAG) RNA repeat, TO-PRO-1 dye displacement fluorescence;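 active means inhibition above the plate cutoff, the mean of all test compounds on that plate plus 3 SD, cut at about 35% in these data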;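 further: 0% = DMSO alone and 100% = 100 µM mitoxantrone as full dye displacement; higher means more dye released from RNA so lower well fluorescence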
mABHD4 FP: inhibits mouse alpha/beta hydrolase domain 4. inhibition, % at 8.92 µM. AID 720543. Q8VD66. 370,000 tested, 0.54% active. purified mABHD4, FP-Rh probe fluorescence polarization;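 active means inhibition exceeding the mean over every tested compound plus 3 SD, cut at about 30% in these data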;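 further: 0% = plate median of compound wells and 100% = S159A mutant with DMSO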
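Material: mouse ABHD4 enzyme, wild type; Benchmarks: S159A mutant high control, sample median low control; Buffer or medium: HEPES pH 7.0, NaCl, Pluronic buffer; Signal: fluorescence polarization; Read-out: percent inhibition of probe binding, normalized to plate controls; Timing: pre-incubation 45 min, probe exposure 60 min, at 25 °C; Dosing: 8.92 µM, single dose.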
MBD2 inh: blocks human MBD2 binding to methylated DNA; Q9UBB5; TR-FRET, MBD2 binding to methylated oligonucleotide; 370,000 tested, 0.31% active; AID 686964; inhibition, % at 4.4 µM; in the data active means inhibition above about 13%
Target sequence (Q9UBB5 whole entry, looked up): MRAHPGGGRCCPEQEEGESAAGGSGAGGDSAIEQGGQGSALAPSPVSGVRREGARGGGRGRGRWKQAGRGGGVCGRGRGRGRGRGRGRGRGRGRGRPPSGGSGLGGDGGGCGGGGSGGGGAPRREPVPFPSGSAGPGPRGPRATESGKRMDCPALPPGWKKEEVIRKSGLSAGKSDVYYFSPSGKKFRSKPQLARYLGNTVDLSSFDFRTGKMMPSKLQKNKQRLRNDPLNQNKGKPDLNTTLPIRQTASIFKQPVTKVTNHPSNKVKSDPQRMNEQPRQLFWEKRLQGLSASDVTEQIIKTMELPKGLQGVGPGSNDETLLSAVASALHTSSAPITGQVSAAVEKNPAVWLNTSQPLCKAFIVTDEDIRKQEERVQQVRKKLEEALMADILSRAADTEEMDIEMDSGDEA
GC-B act: GC-B (human) receptor activation; P20594; HEK293-GC-B cells, CNP EC30, cGMP TR-FRET; 0% at EC30 CNP, 100% saturating CNP; activation, % at 10 µM; 370,000 tested, 0.11% active; AID 1920062;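 active means activation at 10 µM reaching about 35% in either raw or pattern-adjusted values, limit read from the data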
TCR CD3 inh: inhibitors of human TCR-CD3 interaction | TAMRA-labeled TCR probe fluorescence, biochemical | inhibition, % at 9.4 µM | 360,000 tested, 0.37% active | AID 651800; in the data active means inhibition above about 19%;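 further: recombinant mutant TCR 2C K166C tagged with TAMRA read by polarization; 0% = receptor in buffer alone and 100% = receptor with positive control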
SIAE inh: blocks human sialic acid acetylesterase. Q9HAT2. SIAE FP-Rh probe binding, fluorescence polarization. inhibition, % at 9.66 µM. 370,000 tested, 0.69% active. AID 1053197;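 active means inhibition above a cutoff: mean of compounds within the control limits plus 3 SD of those, cut at about 17% in these data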;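 further: 0% = plate median of compound wells and 100% = probe without SIAE protein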
Target sequence (Q9HAT2 whole entry, looked up): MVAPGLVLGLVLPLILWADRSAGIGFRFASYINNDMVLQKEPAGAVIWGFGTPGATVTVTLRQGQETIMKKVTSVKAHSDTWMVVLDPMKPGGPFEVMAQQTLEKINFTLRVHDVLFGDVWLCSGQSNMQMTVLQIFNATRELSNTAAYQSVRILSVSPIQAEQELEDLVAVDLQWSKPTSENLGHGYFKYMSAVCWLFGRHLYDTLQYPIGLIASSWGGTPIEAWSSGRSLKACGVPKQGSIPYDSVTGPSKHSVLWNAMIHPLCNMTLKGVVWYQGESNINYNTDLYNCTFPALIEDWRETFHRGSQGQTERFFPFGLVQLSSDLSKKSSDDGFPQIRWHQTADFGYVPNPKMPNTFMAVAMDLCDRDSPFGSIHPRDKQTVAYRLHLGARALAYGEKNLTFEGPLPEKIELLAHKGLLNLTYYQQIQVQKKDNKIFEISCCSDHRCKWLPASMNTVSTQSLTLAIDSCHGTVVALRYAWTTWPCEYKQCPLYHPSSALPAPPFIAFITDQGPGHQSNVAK
* = called active by the depositor; nt = no result given. Not all compounds are listed; the hit share may differ from the screen's.

SMILES | NPR1 activator | HTRA1 inhibitor | PRMT1 FP inh | UHRF1 MBD2 ctr | rCAG RNA binder | mABHD4 FP | MBD2 inh | GC-B act | TCR CD3 inh | SIAE inh
CC(C)(C)NC(=O)C(OC(=O)c1ccco1)c1ccc(Cl)cc1 (stereo unspecified) | -33 | -6 | -4 | -3 | -4 | -9 | -3 | -6 | 9 | 0
CCNC(=S)N(Cc1ccco1)Cc1cc2cc3c(cc2[nH]c1=O)OCCO3 | -2 | -1 | 1 | 1 | 5 | 4 | -2 | 2 | 15 | -4
COC(=O)c1cccc(NC(N)=S)c1 | 2 | 7 | 2 | 5 | -5 | 0 | 2 | -2 | -9 | -1
O=C1/C(=C/c2ccncc2)CCC/C1=C\c1ccncc1 | -3 | -8 | 9 | 2 | -2 | -1 | 0 | -1 | -4 | -1
O=c1c2ccccc2c(C=Nc2ccc(S(=O)(=O)N3CCCCC3)cc2)c(O)n1-c1ccc(Cl)cn1 | 0 | -14 | -2 | 1 | 5 | 1 | 5 | -2 | -8 | 4
CCOc1ccc2[nH]c3nc(SCC(=O)NC4CCCC4)nnc3c2c1 | 4 | 4 | -1 | -1 | -2 | 8 | -4 | 1 | 1 | -4
CCOc1ccccc1NC(=O)COC(=O)c1cc(C(=O)OC)cc([N+](=O)[O-])c1 | -3 | -3 | 1 | 1 | 1 | 0 | 2 | -6 | -5 | 6
O=C(NCCCN1CCOCC1)c1cc(Cl)ccc1Cl | 2 | 5 | -3 | -1 | -2 | -5 | 1 | 1 | 2 | -3
COc1ccccc1NS(=O)(=O)c1cc([N+](=O)[O-])ccc1N/N=C/c1sc(N2CCOCC2)nc1-c1ccccc1 | 1 | 4 | -5 | -1 | 4 | 10 | -3 | -1 | -2 | 12
COc1ccc(/C=C\C(=O)CC(O)(c2ccccc2)C(F)(F)F)cc1 (stereo unspecified) | 0 | -13 | -1 | 2 | -9 | -7 | 2 | -4 | 3 | 3
CCCCc1c(Cc2ccccc2)ncn1CCc1ccccc1OC | -10 | nt | 1 | -2 | 1 | 10 | -2 | -10 | 6 | 5
O=C(O)c1cccc(Nc2nc(-c3cccnc3)nc3ccccc23)c1 | 7 | -10 | 0 | 0 | 21 | -12 | -6 | 3 | 3 | -18
O=C(NCCc1ccccc1)c1cc(-c2ccc3c(c2)OCO3)on1 | 3 | -5 | -1 | 0 | 3 | 1 | -3 | 0 | -2 | -7
CN(C)c1nc2c(c(=O)[nH]c(=O)n2C)n1CCOc1ccccc1 | -2 | 1 | -3 | -3 | -2 | 0 | -1 | -7 | 11 | 0
Cn1c(=O)c2c(nc(SCCCC#N)n2Cc2c(F)cccc2Cl)n(C)c1=O | 13 | 4 | 2 | 1 | 0 | 0 | -5 | 22 | 2 | 0
CC(=O)Nc1cc(S(=O)(=O)Nc2ccccc2C)c(C)cc1C | -1 | 4 | -3 | 1 | 1 | -1 | -2 | 9 | 4 | 0
CC(C)N(C(=O)Cc1ccccc1[N+](=O)[O-])C(C)C | -1 | -1 | 3 | 1 | -3 | 8 | -3 | 0 | -7 | 0
O=C(Nc1ccncc1)c1ccc(C(=O)Nc2ccncc2)cc1 | -1 | 2 | -2 | 0 | 0 | -4 | -1 | 0 | 3 | 2
CC(C)(C)OC(=O)N1CCC(CNC(=O)c2ccc(F)cc2F)CC1 | 0 | nt | -5 | 23* | -8 | -3 | -6 | 4 | 2 | 11
COCCn1c(=S)[nH]c2cc(C(=O)N3CCN(c4ccc(F)cc4)CC3)ccc2c1=O | -1 | -2 | -3 | -2 | -2 | -3 | 1 | -6 | -4 | -3
Cc1[nH]c(=O)[nH]c(=S)c1C(=O)Nc1ccc(Cl)c(Cl)c1 | 6 | 1 | 17 | 4 | 4 | 4 | 1 | 1 | 9 | 1
Cc1ccc(S(=O)(=O)N(CC(=O)Nc2ccc(Cl)c([N+](=O)[O-])c2)C2CCCCC2)cc1 | -4 | -70 | 0 | -3 | 22 | -52 | 2 | -2 | 7 | -68
C(=C\c1ccccc1)/CN1CCN(C(c2cccc3ccccc23)c2nnnn2Cc2ccccc2)CC1 (stereo unspecified) | -5 | nt | -6 | -2 | 6 | -10 | -6 | -4 | -3 | -7
C=CCn1c(N)c(C(=O)Nc2ccc(C)cc2)sc1=S | 7 | 2 | 4 | 0 | -2 | 8 | 2 | 4 | -10 | 2
Cn1c(=O)c([N+](=O)[O-])c(NCc2ccc3c(c2)OCO3)c2ccccc21 | 6 | nt | 1 | -3 | 4 | -4 | 1 | 7 | 3 | 9
COC(=O)C1N[C@@H]([C@@H](NC(=O)COc2ccccc2)C(=O)Nc2ccc(OC)cc2)SC1(C)C (stereo partly specified) | 1 | 1 | 0 | -1 | -6 | -2 | 1 | 1 | 5 | 2
CCN1CCN(C(=O)c2cc(-c3cccnc3)nc3ccc(Br)cc23)CC1 | 5 | -2 | -1 | -1 | -4 | 3 | 1 | 0 | -5 | 0
COC(=O)c1ccc(CN2C(=O)c3ccccc3S2(=O)=O)cc1 | -1 | -8 | 0 | 8 | -4 | -15 | 5 | 4 | 7 | -1
CC(C)C(=O)Nc1cccc(COc2cccc(CN(Cc3ccccc3)C(=O)OC(C)(C)C)c2)c1 | -6 | -41 | 4 | -1 | 5 | -21 | 1 | 4 | 3 | -23
CC(=O)Nc1ccc(N)cc1 | 4 | 4 | 3 | 4 | 0 | -5 | 11 | -1 | -3 | -1
COc1ccc(NC(=O)CN2CCN(CC(=O)Nc3ccc(F)cc3)CC2)cc1Cl | 1 | 2 | 2 | 7 | -2 | 2 | -2 | 1 | -3 | 2
O=S(=O)(Nc1ccccc1F)c1ccc(Cl)nc1 | 3 | 6 | -1 | 0 | -2 | -5 | 3 | 3 | -2 | 7
Cc1cc(=O)[nH]c2c(C)cc(S(=O)(=O)N3CCCCC3)cc12 | 2 | -2 | 4 | 4 | -4 | 5 | 2 | 6 | -4 | -3
O=C(CN1CCC(NC(=O)Nc2ccccc2)CC1)Nc1ccc([N+](=O)[O-])cc1 | -1 | 3 | -4 | -4 | -2 | 4 | 1 | 1 | 7 | 5
O=C1CN(C(=O)COC(=O)c2ccc(C(F)(F)F)cc2)c2ccccc2N1 | 5 | -4 | -4 | 3 | -8 | 1 | -5 | 0 | 1 | -2
CN(C)c1ccc(C(O)P(=O)(OC2CCCCC2)OC2CCCCC2)cc1 (stereo unspecified) | -3 | 3 | 1 | -1 | -9 | 0 | -4 | -2 | 2 | 5
Cc1ccc(C(=O)N2CCN3C(=O)c4ccccc4C23c2ccccc2)cc1 (stereo unspecified) | 0 | -1 | 4 | 5 | -8 | -5 | 9 | 5 | 0 | -7
CC(C)c1ccc(NC(=S)N(C)CCc2ccccn2)cc1 | 4 | 8 | -1 | -1 | -6 | 2 | 7 | 2 | 3 | 6
Cc1cc(OC(C)C(=O)NCCCN2CCCC2=O)c2c(C)c(C)c(=O)oc2c1 (stereo unspecified) | -2 | 1 | 1 | -2 | -7 | 5 | -5 | -5 | 4 | -5
COc1cc(OC)cc(-c2sc3ccc(OC)cc3c2C#CC2(N)CCCCC2)c1 | 1 | -95 | 4 | 29* | 12 | 19 | 14* | -8 | -1 | -5
Cc1ccc(S(=O)(=O)NC2c3cccc4cccc(c34)C2Sc2nncn2C)cc1 (stereo unspecified) | -7 | -20 | 5 | 4 | -1 | 12 | -2 | -1 | 0 | 4
Cc1nc2ccccc2c(=O)n1-c1ccc(NS(=O)(=O)c2cc(F)ccc2F)cc1 | -2 | -2 | -2 | 4 | 21 | 3 | -9 | -3 | 7 | 0
Cc1cc(C)cc(NC(=O)c2cccn2-c2ncc(C(F)(F)F)cc2Cl)c1 | -20 | -41 | 2 | -1 | 0 | -37 | -5 | -10 | -4 | -9
CC1=C(C(=O)N2CCOCC2)CC(CC(=O)NCCCN(C)C)C(=O)N1CCCN1CCCC1=O (stereo unspecified) | 3 | nt | -4 | -1 | 3 | -2 | 1 | 3 | 2 | -13
O=C(O)C1CCCCC1C(=O)NCCCc1ccccc1 (stereo unspecified) | -2 | 0 | 0 | 8 | 2 | -2 | -2 | 1 | 4 | 5
COc1ccc(CNS(=O)(=O)c2cc(Br)ccc2Br)c(OC)c1 | -8 | nt | -3 | -1 | 4 | -11 | -6 | -8 | -8 | -6
CCn1c(SC(C)C(=O)Nc2ccc(N3CCOCC3)cc2)nnc1-c1ccco1 (stereo unspecified) | -1 | 1 | 3 | -2 | -6 | -2 | -2 | 0 | 7 | -3
COC(=O)C1(C)NC(c2ccc(C)cc2)C2C(=O)N(c3ccc(F)cc3)C(=O)C21 (stereo unspecified) | -4 | 11 | 0 | -1 | -4 | -3 | -3 | -2 | 4 | 1
CCc1ccc(NC(=O)CN(c2ccc3c(c2)OCO3)S(=O)(=O)c2c(C)noc2C)cc1 | 0 | -6 | -1 | 33* | 2 | -4 | 1 | -3 | 1 | -4
O=C(NCc1ccc2c(c1)OCO2)c1ccc2c(c1)OCO2 | -2 | 0 | -3 | 0 | 1 | -6 | -3 | 2 | 1 | 9
Oc1cc(NCCc2cccnc2)cc2cccnc12 | -6 | 18 | 12 | -12 | -9 | 21 | -10 | -4 | 0 | 3
CCc1nc2cccnc2n1-c1ccc(CC(=O)O)cc1 | 2 | 10 | 11 | 2 | -2 | 11 | 2 | 6 | -2 | -3
C=C(C)CN(CC)c1nc(N)c(C#N)c(CC#N)c1C#N | 19 | -12 | 10 | 0 | 7 | -16 | 8 | 20 | -10 | -10
CCOc1ccccc1CNC(=O)c1ccccc1NC(=O)C1=CSCCO1 | -4 | -5 | 1 | 1 | -2 | 0 | -5 | -3 | -5 | -4
Cc1nc(SCC(=O)NCc2ccco2)[nH]c(=O)c1C | 5 | -1 | 1 | -2 | -1 | 0 | -2 | 6 | 1 | -8
O=C(N/N=C/c1ccccc1O)c1cccc(C(F)(F)F)c1 | -7 | 19 | -1 | -3 | 0 | 11 | 5 | -1 | 12 | 1
CCN(CC)c1ccc(C=C2SC(=S)NC2=O)cc1 | 2 | -219 | -17 | -4 | 25 | -174 | -4 | -4 | -68 | -211
NC(=O)CC(NC(=O)Cc1cccc2ccccc12)c1ccc(NC2CCCCCC2)c([N+](=O)[O-])c1 (stereo unspecified) | 4 | -2 | 2 | 3 | 9 | 5 | 0 | 3 | -3 | -6
COc1ccc(CCC(=O)Nc2ccc(C)c([N+](=O)[O-])c2)cc1 | -1 | 1 | 20 | 5 | 8 | -4 | 2 | 5 | -7 | 6
O=c1oc2ccccc2cc1-c1nc(-c2cccs2)cs1 | 9 | -24 | -20 | -3 | 41* | -5 | 1 | -5 | 2 | -3
COc1ccccc1N1CCN(C(=O)CCSCc2ccccc2F)CC1 | 4 | -1 | 4 | -1 | -3 | 4 | -1 | 3 | -1 | -3

Already shown: an excerpt of the list.
SMILES | NPR1 activator | HTRA1 inhibitor | PRMT1 FP inh | UHRF1 MBD2 ctr | rCAG RNA binder | mABHD4 FP | MBD2 inh | GC-B act | TCR CD3 inh | SIAE inh
O=c1oc2ccccc2cc1-c1nc(-c2cccs2)cs1 | 9 | -24 | -20 | -3 | 41* | -5 | 1 | -5 | 2 | -3
COc1ccccc1N1CCN(C(=O)CCSCc2ccccc2F)CC1 | 4 | -1 | 4 | -1 | -3 | 4 | -1 | 3 | -1 | -3
